A350 autofl = A350 region autofluorescence. Compound autofluorescence, 340/450 nm, Alexa 350 dye-equivalents; hits give high values. max dye-equivalent concentration, M. 59,000 tested, 11% active. AID 590; in the data active = max dye-equivalent concentration above about 10 nM; inconclusive = mostly about 1.1 nM to 9.6 nM
USP2a inhib = blocks human ubiquitin-specific protease USP2a. O75604. USP2a enzymatic assay, qHTS inhibition. Potency, µM (titrated, usually from 38.3 µM), for the others: at the highest dose activity change, negative = inhibition, most hits filed as inhibitors. 60,000 tested, 0.1% active. AID 927;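 note: potency is the fitted concentration of half-maximal effect; nearly all actives have a fitted effect of over 60% in size; plate controls were DMSO for no effect and NEM full inhibition control for full effect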
Target sequence (O75604 whole entry, looked up): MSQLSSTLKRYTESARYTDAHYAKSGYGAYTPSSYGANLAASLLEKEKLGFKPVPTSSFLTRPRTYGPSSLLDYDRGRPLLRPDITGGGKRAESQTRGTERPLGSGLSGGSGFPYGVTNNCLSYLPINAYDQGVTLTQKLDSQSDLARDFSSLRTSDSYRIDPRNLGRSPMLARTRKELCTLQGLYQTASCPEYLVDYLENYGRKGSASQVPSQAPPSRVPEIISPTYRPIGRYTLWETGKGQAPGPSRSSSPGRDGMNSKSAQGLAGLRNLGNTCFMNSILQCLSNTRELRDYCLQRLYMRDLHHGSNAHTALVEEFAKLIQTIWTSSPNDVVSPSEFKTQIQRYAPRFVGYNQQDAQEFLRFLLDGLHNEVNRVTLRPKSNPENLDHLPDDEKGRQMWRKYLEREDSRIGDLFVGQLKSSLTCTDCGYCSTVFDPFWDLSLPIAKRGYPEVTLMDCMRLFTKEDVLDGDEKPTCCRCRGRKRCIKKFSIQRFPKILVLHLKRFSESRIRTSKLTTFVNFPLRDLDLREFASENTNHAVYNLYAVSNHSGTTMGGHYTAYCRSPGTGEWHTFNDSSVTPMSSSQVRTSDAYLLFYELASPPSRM
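USP2 core (20nM final) preincubated 30 min RT with compound, then Ub-PLA2 20nM and NBD C6-HPC 20uM final added; buffer 20mM Tris-HCl pH 8.0, 2mM CaCl2. Fluorescence Ex 460/Em 535 read at 0 and 2.5 h; normalized to NEM.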
CRE Fsk mod = CRE-bla signaling modulation under forskolin stimulation. CHO CRE-bla reporter (cAMP response element driving beta-lactamase), forskolin EC10, beta-lactamase ratio. Potency, µM (doses to about 38.2 µM), for the others: top-dose activity change, negative = inhibition, hits mostly activators. 71,000 tested, 2.5% active. AID 662; active = well fitted activation curve with a large enough effect in the signal ratio, with a control signal flat, not every such curve was filed as active; inconclusive = small, poorly fitted or top-dose-only effect, or effect the other way, or a change in a side signal; the % refers to the signal ratio; note: potency is the fitted concentration of half-maximal effect; % of control where 0% means no effect
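CHO CRE-bla cells, overnight plating in Opti-MEM with 0.5% dialyzed FBS; cpd titration + EC10 NKH 477, 3 h 37 °C; CCF4 2 h RT; ex 405/em 460 vs 530 ratio → %Activity, AC50.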
HEK293 cAMP ctrl = raises cAMP in parental HEK293 cells, TSHR agonist counter-screen; 73,000 tested, 2.5% active; AID 938; parental HEK293 CNG cAMP sensor, membrane potential fluorescence; Potency, µM (titrated, usually from 57.1 µM), inactives show top-dose activation, hits mostly activators; note: potency is the fitted concentration of half-maximal effect; % of control where 0% means no effect; nearly all actives have a fitted effect of over 55% in size
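Parental HEK 293 cells stably expressing a modified CNG channel (no TSHR) report cAMP rise as membrane depolarization. Membrane potential dye with 100 uM RO 20-1724 was loaded for 60 min at room temperature, then compound added for 30 min; fluorescence read at 590 nm.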
Casp7 inh = blocks human caspase-7 allosterically or competitively | recombinant caspase-7, Ac-DEVD-AFC fluorescence rate | AID 889 | P55210 | 75,000 tested, 0.02% active | Potency, µM (titrated, usually from 57.5 µM), for the others: at the top dose activity change, negative = inhibition, most hits filed as inhibitors; active = well fitted inhibition curve with a large enough effect in the main read-out, with a control signal flat, not every such curve was filed as active; inconclusive = small, poorly fitted or top-dose-only effect, or a change in a side signal; note: potency is the fitted concentration of half-maximal effect; % of control where 0% means no effect
Target sequence (P55210 24-198 limits assumed): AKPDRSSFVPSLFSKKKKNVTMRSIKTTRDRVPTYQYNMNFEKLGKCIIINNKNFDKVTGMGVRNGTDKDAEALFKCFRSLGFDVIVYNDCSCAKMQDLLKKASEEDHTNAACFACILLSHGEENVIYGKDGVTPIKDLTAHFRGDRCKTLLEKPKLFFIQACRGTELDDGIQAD
Target sequence (P55210 207-303 limits assumed): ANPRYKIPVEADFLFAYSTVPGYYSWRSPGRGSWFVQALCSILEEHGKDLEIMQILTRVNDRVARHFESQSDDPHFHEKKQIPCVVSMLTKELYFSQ
ERK AVP block = inhibitors of vasopressin-stimulated ERK signaling pathway; 72,000 tested, 0.99% active; HEK293-V1b, vasopressin-stimulated pERK AlphaScreen; Potency, µM (series often up to 57.5 µM), for inactives: at the top dose activity, negative = inhibition, actives largely listed as inhibitors; AID 995; note: potency is the fitted concentration of half-maximal effect; % is set by controls: 0 for no effect and ±100 for the full control effect; nearly all actives have a fitted effect of over 55% in size
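Overnight-seeded V1b-HEK293 cells in 1% FBS got compound, then vasopressin (25 nM final, 5 min, 37C), then lysis buffer. AlphaScreen detection of phospho-ERK; activity normalized to basal and full-stimulation controls.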
Caspase-1 inhib = allosteric or competitive inhibitors of human caspase-1; P29466; Caspase-1 enzyme, Ac-WEHD-AFC fluorogenic rate; Potency, µM (highest dose often 57.5 µM), for inactives: top-dose activity change, negative = inhibition, actives largely listed as inhibitors; 75,000 tested, 0.03% active; AID 900;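 note: potency is the fitted concentration of half-maximal effect; plate controls were vehicle for no effect and no substrate for full effect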
BRCT PPI green = inhibitors of human BRCA1 BRCT-phosphoprotein interaction (green fluorophore); Potency, µM (titrated, usually from 76.9 µM), for inactives: at the top dose activity change, negative = inhibition, hits mostly inhibitors; BRCA1 BRCT-phosphopeptide binding, green fluorescence polarization; 75,000 tested, 0.05% active; P38398;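 note: potency is the fitted concentration of half-maximal effect; plate controls were peptide without protein for full effect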
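Compounds were incubated for 12 min at room temperature with a complex of 100 nM fluorescein-tagged pBACH1 decapeptide and 250 nM His-tagged BRCT protein. Buffer was phosphate pH 7.3 with EDTA, DTT and Tween 20. Disruption of binding lowers the polarization signal.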
Luciferase inh = blocks Photinus pyralis firefly luciferase activity; P08659; purified firefly luciferase, luminescence, 8 min; Potency, µM (doses to about 57.1 µM), for the others: top-dose activity change, negative = inhibition, most hits filed as inhibitors; 72,000 tested, 2.2% active; AID 411; note: potency is the fitted concentration of half-maximal effect; % is set by controls: 0 for no effect and ±100 for the full control effect; nearly all actives have a fitted effect of over 40% in size
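Luminescence read-out after 8 min at room temperature; enzyme reaction used luciferin plus 10 uM ATP (linear range) in imidazole buffer pH 7.2 with KCl, MgCl2, Tween 20 and BSA. Each sample was run as a titration.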
Tau filament bind = tau filament binding; P10636; recombinant tau filaments, thioflavin S fluorescence, 15 h; filaments grown with octadecylsulfate alongside compound; Potency, µM (highest dose often 57.1 µM), for the others: at the top dose activity change, negative = inhibition; 71,000 tested, 2% active; AID 596;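 note: potency is the fitted concentration of half-maximal effect; % is set by controls: 0 for no effect and ±100 for the full control effect; actives lower thioflavin S fluorescence by blocking filaments or displacing dye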
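Tau 2 uM in ThS buffer dispensed; compound added; 60 uM ODS added (finals 1 uM tau, 30 uM ODS); 15 h 37 C; fluor ex450/em510.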
BRCT inh red = disrupts BRCA1 BRCT binding to phosphoprotein, red fluorophore readout; P38398; BRCT-phosphopeptide binding, red fluorescence polarization; Potency, µM (titrated, usually from 76.9 µM), without a hit: at the highest dose activity change, negative = inhibition, most hits filed as inhibitors; 75,000 tested, 0.03% active; AID 892; note: % is set by controls: 0 for no effect and ±100 for the full control effect
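Fluorescence polarization: 100 nM His-tagged BRCA1 BRCT with 100 nM TAMRA-labelled phospho-BACH1 decapeptide, phosphate buffer pH 7.3 with 150 mM NaCl, DTT, 0.01% Tween 20; 12 min RT. Binding inhibition seen as FP decrease.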
Starred values were filed as active, the others as inactive; i = inactive; ? = inconclusive; / = not tested or not shown; [ ] = dose if it differs, or a comment. Unless noted, calls come from the whole dose curve; as a rule, active = well fitted curve in the direction sought with a large enough effect; inconclusive = small, poorly fitted or top-dose-only effect, or another doubt; inactive = no such curve, though single readings can be large; an effect the other way counts as inactive or inconclusive. The order is random. Share with any hit: about 16%.

Compound,A350 autofl,USP2a inhib,CRE Fsk mod,HEK293 cAMP ctrl,Casp7 inh,ERK AVP block,Caspase-1 inhib,BRCT PPI green,Luciferase inh,Tau filament bind,BRCT inh red
Cc1cc(=O)[nH]c(SCC(=O)N2CCC(C(N)=O)CC2)n1,i,-2%,-5%,10%,0%,-14%,-2%,0.3%,2%,-1%,0.8%
OCCOc1ccc(C2=NCCO2)cc1,i,0%,5%,-4%,1%,5%,3%,-4.3%,-1%,7%,-0.8%
O=C(CSc1nnc(CNC(=O)c2ccccc2F)o1)NCC1CCCO1 (stereo unspecified),?,2%,-1%,4%,2%,28%,0%,-3.1%,1%,8%,0.4%
O=C(C1CCN(S(=O)(=O)c2ccc3c(c2)OCCO3)CC1)N1CCc2ccccc21,i,22%,-2%,7%,-8%,?,-4%,-1.7%,3%,21%,-1.3%
CCn1c(=O)c(=O)[nH]c2cc(C(=O)N3CCN(c4ccccc4F)CC3)ccc21,i,14%,9%,?,0%,-3%,0%,-1.0%,-1%,?,5.6%
CCc1ccc2c(c1)c1nc(C)sc1n2CC,i,5%,?,7%,-1%,15%,-1%,-2.7%,2%,12%,-0.3%
Cc1ccc(NC(=O)CC2NCCNC2=O)cc1 (stereo unspecified),i,3%,-4%,?,0%,6%,1%,0.6%,0%,-6%,1.7%
Cc1c(NC(=O)c2c(F)c(F)c(F)c(F)c2F)c(=O)n(-c2ccccc2)n1C,i,-3%,?,6%,-1%,-28%,2%,0.8%,1%,-2%,0.8%
Cc1ccc(-c2c3c(=O)n(C)c(=O)n(C)c3c3c(C)cc(C)nn23)cc1,i,-1%,?,8%,-5%,7%,1%,-5.9%,2%,66%,-0.3%
Cn1c(C(=O)N2CCN(c3ncccn3)CC2)cc2c(=O)n(C)c3ccccc3c21,/,/,?,?,0%,14%,4%,2.9%,-1%,-19%,0.9%
N#Cc1nc(-c2ccc(Cl)cc2)oc1NCc1ccco1,5.7e-08M*,-10%,?,9%,-1%,19%,-2%,-3.4%,-5%,27%,-0.8%
COc1ccc2nccc(C(=O)O)c2c1,?,1%[17.1 µM],2%[17.1 µM],7%[25.6 µM],1%[25.7 µM],2%[25.7 µM],0%[25.7 µM],-2.0%[34.4 µM],5%[25.5 µM],-16%[25.6 µM],0.6%[34.4 µM]
CC(=O)N1[C@H](Cc2ccccc2)C=C[C@]1(C)C(=O)NCc1cc(F)cc(C(F)(F)F)c1,/,/,1%,?,-1%,21%,4%,-3.8%,/,-5%,0.2%
CC1=C(C(=O)OC(C)C)C(c2cccnc2)n2ncnc2N1 (stereo unspecified),/,/,11%,?,0%,2%,-1%,-3.7%,2%,3%,-1.3%
Cc1nc(N2CCN(C)CC2)c2c(C)c(C(=O)Nc3ccc(F)cc3)sc2n1,i,27%,10%,?,-1%,7%,-1%,0.5%,1%,22%,0.5%
S=c1[nH]ncn1/N=C/c1ccc(Br)cc1,/,/,/,-4%,-1%,/,-2%,-1.6%,/,/,0.3%
O=C(c1ccccc1-c1ccccc1)N1CCOCC1,i,3%,-1%,4%,1%,-14%,0%,0.1%,3%,-10%,0.9%
c1ccc(CSc2nnc(-c3ccco3)n2Cc2ccccc2)cc1,i,-15%,-8%,16µM*,-4%,-25%,-3%,2.7%,-3%,7%,-0.5%
COc1ccc(S(=O)(=O)Nc2cc(C(=O)NC3CCCCCC3)ccc2N2CCOCC2)cc1,i,39%[activator],8%,?,-3%,0%,-5%,0.8%,-1%,4%,-1.3%
c1ccc(N2CCN(Cc3nnnn3C3CCCCC3)CC2)cc1,i,/,5%,?,1%,-4%,-2%,-2.0%,-3%,-11%,0.4%
Cc1nc2nc(SCC(=O)C(C)(C)C)[nH]c2cc1Br,i,2%,?,12%,0%,-19%,-4%,-0.5%,-3%,16%,0.4%
Cc1nnc(SCC(=O)Nc2ccc(Br)cn2)[nH]c1=O,i,3%,-4%,1%,0%,-3%,0%,-0.6%,1%,-3%,0.6%
COc1ccc2c(c1OC)C(=O)OC2CC(=O)c1ccc(N(C)C)cc1 (stereo unspecified),/,3%,16%,19%,0%,-4%,-2%,-0.4%,-3%,37%,-1.1%
Clc1ccc(-c2nn3c(C4COc5ccccc5O4)nnc3s2)cc1 (stereo unspecified),?,42%[activator],17%,?,-1%,-14%,-1%,-0.8%,0%,29%,-2.2%
COc1ccc(C(=O)Cn2c(=O)c(CCC(=O)O)nn3c4ccccc4nc23)cc1OC,1e-08M*,-6%,?,1%,-1%,-15%,0%,0.3%,4%,-2%,0.3%
COc1nc(OC)nc(N(C)CCO)n1,/,-1%,15%,-1%,2%,-3%,-1%,-2.7%,0%,12%,-0.1%
COC(=O)Cn1c(C(=O)N2CCCC2)cc2c1C[C@H]1CN(C(=O)c3ccccc3)[C@@](Cc3ccccc3)(C(=O)OC)[C@@H]21,/,/,-26%,20µM*,-1%,-5%,-3%,0.0%,/,0%,0.7%
O=C(Nc1cnn(Cc2ccc(Cl)cc2Cl)c1)c1noc2c1CCCC2,/,/,-3%,12%,-4%,-2%,-4%,-0.2%,1%,66%,0.2%
COc1ccccc1CN1CCN(C(CC(C)C)c2nnnn2Cc2cccs2)CC1 (stereo unspecified),i,41%[activator],-13%,?,-4%,3%,0%,1.4%,2%,-15%,0.0%
CSc1ccccc1C(=O)Nc1cccc(N(C)S(C)(=O)=O)c1,i,4%,?,3%,0%,-9%,1%,-0.7%,0%,-2%,1.7%
CCOC(=O)c1nnn(CC(=O)Nc2cccc(F)c2)c1C(=O)OCC,i,13%,-3%,-6%,0%,28%,1%,-0.8%,1%,3%,-0.3%
CCN1CCn2c1nc(N1CCCCC1)nc2=O,i,-1%,-1%,0%,1%,-7%,2%,-1.9%,3%,3%,-0.7%
OC1(c2cn(Cc3ccccc3)nn2)CCCCC1,i,7%,-7%,-6%,-2%,-4%,3%,-1.3%,2%,-5%,-0.2%
N#CCSc1nc2c(sc(=S)n2Cc2ccco2)c(=O)n1-c1ccc(F)cc1,i,30%,?,?,-1%,-24%,-3%,0.7%,1%,8%,-0.5%
COc1ccc(C(=O)N2CCC3(CC2)CN(c2ncccn2)C3)cc1,i,-6%,-4%,4%,-1%,5%,-3%,-1.0%,-3%[11.4 µM],-9%,-1.5%
CC(=O)OCP(C)(=O)COC(C)=O,i,-8%,-7%,7%,0%,-8%,0%,-0.7%,0%,-12%,0.3%
CC(C)(C)c1ccc(C(=O)N2CCC(C(=O)NCc3ccncc3)CC2)cc1,i,10%,2%,-1%,1%,35%[activator],0%,-0.8%,-3%,0%,0.4%
NCC(O)COc1ccc2c(c1)OCO2 (stereo unspecified),i,-3%,-2%,7%,-2%,-1%,-3%,-1.9%,3%,?,-0.2%
COc1ccccc1CCn1c(=O)c(-c2ccc(F)c(F)c2)nc2cncnc21,?,194%[activator],10µM*,?,-18%,?,-14%,2.4%,2%[11.4 µM],-22%,-1.2%
CC(=O)c1sc(NC(=O)c2ccccc2F)nc1C,/,/,22%,11%,2%,/,-3%,0.3%,16µM*,-23%,-0.5%
CS(=O)(=O)N1CCN(C(=O)c2ccncc2)CC1,i,-3%,-3%,-3%,0%,-18%,2%,-2.9%,9%,-10%,0.3%
Cc1ccc(S(=O)(=O)N2CCN(C(=O)COC(=O)COc3ccccc3)CC2)cc1,i,7%,?,7%,-2%,7%,0%,-2.1%,5%,88%,-1.6%
CC(CN1CCCCC1)OC(=O)c1ccc2c(c1)OCO2 (stereo unspecified),i,-9%,-3%,8%,0%,15%,1%,-6.4%,-1%,-15%,-1.8%
CC(c1ccccc1)n1cc(C(=O)NCc2ccccn2)nn1 (stereo unspecified),i,/,-1%,12%,-3%,-1%,-1%,-3.2%,-6%,-6%,-1.9%
